Lipid storage S3 = qHTS Assay for Lipid Storage Modulators in Drosophila S3 Cells; Potency in µM for hits, for the others lipid storage change, negative = inhibition, % at the top dose, mostly 46.1 µM; 320,000 compounds, 0.64% hits; Drosophila S3 cells, BODIPY lipid droplet fluorescence, 18-24 h; cells fed with added oleic acid; active means well fitted inhibition curve with a large enough effect in the signal ratio, with a control signal flat, not every such curve was filed as active; inconclusive means small, poorly fitted or top-dose-only effect, or effect the other way, or a change in a side signal; the % refers to the signal ratio
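Drosophila S3 cells got compounds at several concentrations plus oleic acid (400 uM solution). Laser-scanning cytometry with 488 nm excitation read lipid droplets at 500-530 nm and cells at 575-640 nm. Percent activity was relative to 20 uM Triacsin C.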
Lipid storage S3 cell count max = second read-out of Lipid storage S3, no call of its own (marks repeat the call); cell number change, %; measured here: cell count max response;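 cells counted by Cell Tracker Red CMTPX staining in the red channel; peak over a dose series mostly up to 46.1 µM; percent activity relative to internal control wells on each plate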
* hit, by the source's call; i = inactive; ? = inconclusive; . = no result given. On the % scale 0 is the no-effect control and ±100 the full control effect; potency means the concentration at half of the fitted maximal effect. The list is partial. The share of hits here may be higher or lower than overall.

SMILES,Lipid storage S3 cell count max,Lipid storage S3
O=C(Cn1cnc2ccccc21)c1ccc(Br)cc1,12,-10%
COC(=O)c1ccccc1NC(=O)Cn1cnc2c(cnn2-c2ccccc2)c1=O,0,11%
CCCN1C(=O)c2cc(C(=O)Nc3ccccc3CC)ccc2C1O (configuration not stated),.,?
COc1ccc(C2=CC(=O)C[C@H](c3ccc(OC)c(OC)c3)C2)cc1,.,?
COc1ccccc1OCCn1cc(/C=C(\C#N)C(=O)NCc2cccs2)c2ccccc21,.,?
COCc1nnc(NC(=O)c2ccc(Cl)cc2[N+](=O)[O-])s1,.,?
O=C1NC(c2ccccc2)=C(c2nc3ccccc3s2)C(c2ccc(O)cc2)N1 (configuration not stated),.,?
Cc1nn(-c2ccccn2)c2c1C(c1ccncc1)C1=C(CC(C)(C)CC1=O)N2 (configuration not stated),.,?
O=c1[nH]c2ccc(S(=O)(=O)N3CCCCC3)cc2[nH]1,.,?
COCCCNC(=S)Nc1cccc2ncccc12,.,?
Cn1cnnc1SCC(=O)c1ccc(OC(F)F)cc1,.,?
O=S(=O)(c1ccc2c(c1)OCCO2)N1CCC(c2nc3ccccc3s2)CC1,.,10%
N#Cc1ccc(N2CCN(c3ccc(F)cc3)CC2)cc1,0,-1%
CN(C)c1ccc(NC(=O)c2ccc(COc3cccc(Cl)c3)o2)cc1,.,?
COc1cc(OC)c2cc(C(=O)N[C@@H](Cc3ccccc3)C(=O)O)n(C)c2c1,-3,1%
CCCCN(C(=O)c1cc2c(s1)CCC2)c1c(N)n(CCC)c(=O)[nH]c1=O,.,?
CSc1ccccc1NC(=O)c1cc(-c2ccc3c(c2)OCO3)on1,-10,18%
O=C(CSc1nccn(-c2cccc(F)c2)c1=O)Nc1ccc(Cl)cc1F,26,i
O=CN1CCN(C(=O)c2ccc(Br)o2)CC1,-5,-5%
CCN(CC)C(=O)CSc1nnc2c3ccccc3n(C)c2n1,.,-27%

Sorted by the number under Lipid storage S3 cell count max (low to high): some entries from above
SMILES,Lipid storage S3 cell count max,Lipid storage S3
CSc1ccccc1NC(=O)c1cc(-c2ccc3c(c2)OCO3)on1,-10,18%
COc1cc(OC)c2cc(C(=O)N[C@@H](Cc3ccccc3)C(=O)O)n(C)c2c1,-3,1%
O=C(CSc1nccn(-c2cccc(F)c2)c1=O)Nc1ccc(Cl)cc1F,26,i

Following part
SMILES,Lipid storage S3 cell count max,Lipid storage S3
CC1Cc2nc(SCC(=O)Nc3ccc(F)cc3F)n(C)c(=O)c2S1 (configuration not stated),.,?
COc1ccc(Cl)cc1S(=O)(=O)Oc1ccc(NC(C)=O)cc1,6,4%
CCCCNC(=S)Nc1ccc(-c2nc3ccc(C)cc3s2)cc1,.,?
CCCCC(CC)C(=O)Nc1ccc(Nc2ccccc2)cc1 (configuration not stated),-8,25%
CC1=C/C(=C(\c2ccc(O)c(C)c2)c2ccccc2S(=O)(=O)O)C=CC1=O,.,?
COc1cccc(CCNC(=O)CCc2nnc(-c3ccc4c(c3)OCO4)o2)c1,.,?
CCCNC(=O)COc1nc2ccccc2nc1N1CCOCC1,.,-9%
CC(=O)c1cccc(NC(=O)N2CCC(NC(=O)C3CCCCC3)CC2)c1,.,?
c1ccc(-n2cnnc2SCc2nc3ccccc3s2)cc1,.,?
COc1ccc(C2(O)C(=O)Nc3ccc(C)cc32)cc1 (configuration not stated),23,15%
Cc1ccc(NS(=O)(=O)c2ccc(C(=O)NCCCN3CCCC3=O)cc2)cc1,.,?
COc1ccc(-c2nc(N)nc(N)n2)c(O)c1,5,i
CCOc1ccccc1Nc1nc(-c2cccnc2)cs1,1,24%
O=C(NCc1ccccc1Cl)c1cc2c(s1)CS(=O)(=O)C2,.,?
COc1ccc(C(=O)CN2C(=O)c3ccccc3C2=O)c(OC)c1,.,?
CCN(CC)c1ccc(/C=C/c2cc(-c3ccccc3)c3ccccc3n2)cc1,.,?
O=c1c2ccccc2c(C=NCCc2ccccc2)c(O)n1Cc1ccccc1,.,?
Brc1cc(Br)c2nc(-c3ccc(N4CCOCC4)cc3)ccc2c1,37,3%
NS(=O)(=O)c1ccc(CCNC(=O)COC(=O)c2nc(Cl)ccc2Cl)cc1,.,?
CC/C(=N\NC(=O)COc1ccc(Br)cc1)c1ccc(OC)c(OC)c1,.,?
CC(=O)Nc1ccccc1C(=O)C(=O)Nc1cccc(C(=O)NCc2ccc(C)cc2)c1,3,11%
CCN1CCN(CCC(=O)Nc2ccc(Br)c(C)c2)CC1,.,?
C/C=C/c1cc(CN2CCN(c3ccccc3)CC2)c(O)c(OC)c1,.,?
O=C(NCC(c1ccco1)N1CCN(c2ccccc2)CC1)OCc1ccccc1 (configuration not stated),1,3%
CCOc1ccc(NS(=O)(=O)c2ccc(NC(=O)c3cccnc3)c(OC)c2)cc1,2,10%
CCOC(=O)N1c2ccccc2Sc2ccccc21,24,i
O=C(Cn1nc(-c2cccc(Cl)c2)ccc1=O)Nc1cccnc1,.,?
Cc1ccc2c(CSc3nncn3C)cc(=O)oc2c1C,.,?
CCOC(=O)Cc1csc(NC(=O)COc2ccc(C)c(C)c2)n1,5,16%
Cc1cc(SCC(=O)N(C)CC(=O)Nc2ccc(F)cc2)nc2ccccc12,-13,-5%
COc1ccc(C(=O)N2CCCC(Nc3ccc(F)cc3)C2)cc1F (configuration not stated),.,?
COc1ccc(F)cc1Cn1nc(C(=O)O)c2ccccc2c1=O,.,?
O=C(NC1CCCCC1)C(c1ccncc1)N(C(=O)c1csnn1)c1ccccc1F (configuration not stated),.,?
CCOC(=O)c1c(C)[nH]c(C(=O)COC(=O)c2cnccn2)c1C,.,?
Cc1ccc(NC(=O)COc2ccccc2)c(NC(=O)c2ccco2)c1,.,?
CCOC(=O)C1=C(CN2CCC(C)CC2)NC(=O)NC1c1ccc(Cl)cc1 (configuration not stated),.,?
CCCn1c2ccccc2c2nnc(SCC(=O)Nc3nnc(CC(=O)OCC)s3)nc21,.,-11%
CCCNC(=O)C(=O)N/N=C/c1ccc(OCc2ccccc2)cc1,-13,8%
COc1ccccc1NC(=S)NCCc1c[nH]c2ccccc12,-17,0%
COCCNC(=O)C(c1ccc(OC)cc1)N(CCOC)C(=O)CCC(=O)Nc1nccs1 (configuration not stated),.,?
CC1=C(Sc2nc3ccccc3[nH]2)C(=O)NC(C)(C)C1,4,-2%
Cc1cccc(N2CCN(C(=O)C(NS(=O)(=O)c3cccs3)c3ccccc3)CC2)c1C (configuration not stated),-2,i
Cc1ccc(Cl)cc1N1C(=O)CC(Sc2ncccn2)C1=O (configuration not stated),5,i
CCOCCCNC(=O)c1ccc(N2CCOCC2)c(NS(=O)(=O)c2ccc(OC)cc2)c1,6,0%
O=C(NNC(=O)c1ccc2c(=O)n3c(nc2c1)CCC3)c1cccc(Cl)c1,.,i
CCCN1CCN(CCCNC(=O)CCCn2nc(C)c3sc4ccccc4c3c2=O)CC1,.,i
CN1C(C(=O)NCc2ccc(OC(F)(F)F)cc2)CC2Cn3c(nc4cc(Cl)c(Cl)cc43)C21 (configuration not stated),0,17%
C=CCN(Cc1ccc(OC)c(OC)c1)C(=O)c1cc2cc(F)ccc2[nH]1,14,10%
COc1ccc(C(=O)Oc2cc(C)[nH]c(=O)c2[N+](=O)[O-])c(OC)c1,.,?
CCCOc1cccc(CN2CCCCC2c2cccnc2)c1 (configuration not stated),.,?
COc1cc(C2C3=C(CC(C)(C)CC3=O)OC(N)=C2[N+](=O)[O-])ccc1O (configuration not stated),.,2%
Cc1ccc(-c2nnc(Nc3cccc(O)c3)c3ccccc23)cc1S(=O)(=O)NCCO,-4,-16%
N=C1/C(=C/c2cccn2-c2ccc([N+](=O)[O-])cc2)C(=O)N=C2SC=CN12,.,?
COc1ccc(NC(=O)C2CCCCN2CC(=O)OCc2ccccc2)cc1OC (configuration not stated),.,?
COC(=O)c1cc(Cl)c(NC(=O)/C=C/c2ccc(Cl)cc2)cc1OC,.,?
CCN1CCN(CC(=O)Nc2nc3ccc(OC)cc3s2)CC1,.,?
COc1ccc(CCNC(=O)c2cc(Cl)nc3ccccc23)cc1,.,?
Cc1ccc(CNC(=O)CSc2ncn[nH]2)cc1,.,?
O=C(CCn1cnnn1)NC1CCCN(Cc2ccccc2F)C1 (configuration not stated),5,-7%
O=C(NCc1ccco1)c1cccc(S(=O)(=O)N2CCN(Cc3ccccc3)CC2)c1,.,4%

5 compounds already listed, arranged by formula weight, ascending.
SMILES,Lipid storage S3 cell count max,Lipid storage S3
CC1=C(Sc2nc3ccccc3[nH]2)C(=O)NC(C)(C)C1,4,-2%
CCCOc1cccc(CN2CCCCC2c2cccnc2)c1 (configuration not stated),.,?
N=C1/C(=C/c2cccn2-c2ccc([N+](=O)[O-])cc2)C(=O)N=C2SC=CN12,.,?
COc1ccc(NC(=O)C2CCCCN2CC(=O)OCc2ccccc2)cc1OC (configuration not stated),.,?
O=C(NCc1ccco1)c1cccc(S(=O)(=O)N2CCN(Cc3ccccc3)CC2)c1,.,4%

Additional compounds.
SMILES,Lipid storage S3 cell count max,Lipid storage S3
COC(=O)CC1C(C(=O)OC)ON2OC(C(=O)OC)C(C(=O)OC)C12 (configuration not stated),.,?
Cc1ccc(-c2csc3nc(SCC(=O)Nc4ccc(Cl)c(C(=O)O)c4)[nH]c(=O)c23)cc1,.,?
Cc1cccc(OCCCCc2c(C)n[nH]c2C)c1,.,?
O=C(Nc1ccc(S(=O)(=O)Nc2nccc(C3Cc4ccccc4C(=O)O3)n2)cc1)c1ccccc1 (configuration not stated),.,?
CCOC(=O)c1[nH]c2ccc(OC)cc2c1N=CN(C)C,-18,-9%
CCc1ccc(-c2csc3ncn(CC(=O)NCc4ccco4)c(=O)c23)cc1,1,4%
CCN(CC)CCCn1c(=S)[nH]c2cc(Cl)ccc2c1=O,.,?
Cc1cc(NC(=O)CCCn2nc([N+](=O)[O-])c(Cl)c2C)no1,.,?
Cc1ccc(N2CC(C(=O)Nc3ncc([N+](=O)[O-])s3)CC2=O)cc1 (configuration not stated),.,?
Cc1cccc(N2CCN(C3=NC(=O)/C(=C\c4cn[nH]c4-c4ccccc4)S3)CC2)c1,-3,-1%
O=C(CCCN1C(=O)c2ccccc2C1=O)NCCN1C(=O)S/C(=C\c2cccs2)C1=O,8,9%
Cc1ccccc1OCC(O)CN1CCN(C)CC1 (configuration not stated),1,-1%
CC(C)(C)n1nc2c(c1NC(=O)c1ccc(S(=O)(=O)N3CCCC3)cc1)CS(=O)C2 (configuration not stated),19,-5%
CC(=O)Cn1nnc2sc(-c3ccccc3)cc2c1=O,5,1%
COc1ccccc1C(=O)Nc1nc(-c2cccs2)c(NC(C)=O)s1,.,?
Cc1ccc(CN2C(=O)CCC2C(=O)NCCCN2CCCCC2C)cc1 (configuration not stated),-8,1%
CCOC(=O)c1ccc(-c2ccc(C=O)o2)cc1,14,2%
O=C(CN1CCN(C(=O)N2CCCCC2)CC1)Nc1ccc(F)cc1,.,i
NS(=O)(=O)c1ccc(-n2nncc2C23CC4CC(CC(C4)C2)C3)cc1,.,?
O=C(c1cnc2n(c1=O)CCS2)N(c1ccccc1)C1CCCCC1,.,?
COc1ccc2cc(C3CC(c4cccs4)=NN3C(C)=O)c(Cl)nc2c1 (configuration not stated),0,3%
CCS(=O)(=O)c1ccc(-c2cccc(NC(=O)c3ccc(Br)o3)c2)nn1,.,?
O/N=C\c1ccc2noc(-c3ccc(Cl)cc3)c2c1,7,10%
CC1(C)C(C=C(Cl)Cl)C1C(=O)NC(O)C(=O)c1ccccc1 (configuration not stated),-26,-13%
C(=C\c1ccccc1)/CN1CCN(c2ncnc3c2oc2ccccc23)CC1,.,?
CCCn1c(N)c(N(CCOC)C(=O)c2cccc(F)c2)c(=O)[nH]c1=O,.,?
Cc1cc(/C=N/N2CCN(C)CC2)c(C)n1-c1ccccc1F,.,i
CSc1nnc(C)c(=O)n1COC(=O)c1cc(Cl)ccc1[N+](=O)[O-],14,-4%
CCCC(=O)Nc1sc2c(c1C(=O)OCC)CC(C)(C)OC2,-2,-1%
CCn1c(SCC(=O)N/N=C/C=C\c2ccco2)nc2ccccc21,.,?
CC1CCCCN1S(=O)(=O)c1ccc(N(C(=O)c2cnccn2)C(C(=O)NC2CCCC2)c2cccs2)cc1 (configuration not stated),1,9%
CC(=O)c1ccc(OC(C)C)c(CC(C(N)=O)C(N)=O)c1,.,26µM*
O=C1c2ccccc2C(=O)N1CCC1=CCCCC1,.,?
Cc1csc(SCC(=O)NC(=O)NCc2ccccc2)n1,.,?
O=[N+]([O-])c1ccc(Sc2n[nH]c(-c3ccc(Cl)cc3Cl)n2)nc1,-1,13%
NC(=O)C1CCN(C(=O)CSc2nc3ccccc3o2)CC1,.,-27%
Cc1ccc(N/C=C/C(=O)c2sc(-c3ccccc3)nc2C)cc1,.,?
O=C(CSc1nnc(NC(=O)c2c(F)cccc2F)s1)Nc1ccccc1F,5,i
O=C(CN1C2=NCCN2c2ccccc21)c1ccc(Br)cc1,.,?
COc1ccc(C2CC(c3cccc(OC)c3OC)n3nnnc3N2)cc1 (configuration not stated),.,?
O=C(COc1ccc(Cl)cc1)c1ccc(O)cc1O,.,?
